Screening results deposited in PubChem BioAssay by National Center for Advancing Translational Sciences (NCATS).
ELG1 genotoxic – qHTS screen for small molecules that induce genotoxicity in human embryonic kidney (HEK293T) cells expressing luciferase-tagged ELG1. Potency, µM (top dose mostly 46 µM), inactives show at the highest dose activity change, positive = activation, usual class: activators. 330,000 compounds, 1.3% hits. AID 504466, 2011. HEK293T ELG1-luciferase reporter, luminescence, 16 h; also: % of control where 0% means no effect; nearly all actives have a fitted effect of over 60% in size
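DMSO vehicle served as control against compound-treated ELG1-luciferase HEK293T cells; exposure lasted 16 hr at 37 °C and 5% CO2, followed by ONE-Glo luminescence detection after 30 min.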
uPA surface inh – qHTS for Inhibitors of Cell Surface uPA Generation; AID 540303, 2011; cell surface uPA generation assay, qHTS; Potency, µM (doses to about 38.3 µM), inactives show at the top dose activity change, negative = inhibition, usual class: inhibitors; 330,000 compounds, 0.31% hits; active = well fitted inhibition curve with a large enough effect; inconclusive = small, poorly fitted or top-dose-only effect; inactive = no such curve, though single readings can be large or run the other way; tested in mouse RAW 264.7 cells; also: % is scaled to controls: 0 for no effect and ±100 for the full control effect; nearly all actives have a fitted effect of over 55% in size
MBNL1-CUG inh – qHTS Assay for Inhibitors of MBNL1-poly(CUG) RNA binding; TR-FRET MBNL1-His/biotin-(CUG)12 binding, 665/545 ratio; Potency, µM (top dose mostly 57.5 µM), inactives show at the top dose activity change, negative = inhibition, actives largely listed as inhibitors; 280,000 compounds, 0.036% hits; AID 2675, 2010; active = well fitted inhibition curve with a large enough effect in the signal ratio, with a control signal flat, not every such curve was filed as active; inconclusive = small, poorly fitted or top-dose-only effect, or effect the other way, or a change in a side signal; inactive = no such curve, though single readings can be large or run the other way; the % refers to the signal ratio; also: % is scaled to controls: 0 for no effect and ±100 for the full control effect
Target sequence (Q9NR56 whole entry, looked up): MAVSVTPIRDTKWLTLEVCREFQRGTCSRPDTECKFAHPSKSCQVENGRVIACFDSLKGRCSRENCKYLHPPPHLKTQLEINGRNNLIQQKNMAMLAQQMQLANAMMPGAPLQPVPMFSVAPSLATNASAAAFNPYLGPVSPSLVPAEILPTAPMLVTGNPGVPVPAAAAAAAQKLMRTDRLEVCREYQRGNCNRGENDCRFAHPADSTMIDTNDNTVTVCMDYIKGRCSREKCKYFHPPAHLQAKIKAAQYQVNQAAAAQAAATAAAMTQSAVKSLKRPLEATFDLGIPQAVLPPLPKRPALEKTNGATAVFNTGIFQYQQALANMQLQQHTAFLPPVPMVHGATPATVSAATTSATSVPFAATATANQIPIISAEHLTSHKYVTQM
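TR-FRET readout: Ex 340 nm, 665/545 nm emission ratio, normalized to buffer-only (basal) and MBNL1-(CUG)12 controls. Complex of MBNL1-His with Biotin-(CUG)12, compounds 92 nM–58 uM, incubated 60 min at room temperature.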
NPC1 promoter act – qHTS Assay for NPC1 Promoter Activators; Huh7 NPC1 promoter luciferase reporter, 24 h; Potency, µM (highest dose often 9.22 µM), inactives show at the highest dose activation, hits mostly activators; 320,000 compounds, 2.4% hits; AID 485313, 2010;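 also: % of control where 0% means no effect; nearly all actives have a fitted effect of over 60% in size; reporter is driven by a mutant NPC1 promoter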
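Stably transfected Huh7 (NPC1 promoter→luciferase), 1500 cells/well in Opti-MEM + 10% FBS, 2 h settle, then compound 24 h at 37 °C. Luminescence after 10 min with Amplite reagent.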
RORgamma inh – qHTS for inhibitors of ROR gamma transcriptional activity; Drosophila S2 Gal4-RORgamma UAS-luciferase reporter, 20 h; 310,000 compounds, 5.4% hits; Potency, µM (top dose mostly 53.6 µM), without a hit: at the top dose activity change, negative = inhibition, hits mostly inhibitors; AID 2551, 2010; also: % is scaled to controls: 0 for no effect and ±100 for the full control effect; nearly all actives have a fitted effect of over 60% in size
Target sequence (P51450 whole entry, looked up, the tested form may be a part): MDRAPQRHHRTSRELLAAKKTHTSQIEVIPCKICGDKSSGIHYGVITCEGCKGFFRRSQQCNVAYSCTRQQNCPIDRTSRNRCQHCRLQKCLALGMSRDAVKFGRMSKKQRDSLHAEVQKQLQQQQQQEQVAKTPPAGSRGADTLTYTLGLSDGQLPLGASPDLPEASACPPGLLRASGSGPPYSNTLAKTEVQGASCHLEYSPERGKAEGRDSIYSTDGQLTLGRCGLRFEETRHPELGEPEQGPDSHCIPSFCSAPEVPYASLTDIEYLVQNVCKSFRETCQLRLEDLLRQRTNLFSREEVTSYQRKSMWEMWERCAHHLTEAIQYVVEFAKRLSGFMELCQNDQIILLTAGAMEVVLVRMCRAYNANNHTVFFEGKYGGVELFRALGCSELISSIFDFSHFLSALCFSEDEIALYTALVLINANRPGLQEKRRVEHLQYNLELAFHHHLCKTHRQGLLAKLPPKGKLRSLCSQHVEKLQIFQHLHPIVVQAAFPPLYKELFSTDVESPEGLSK
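Read-out: Photinus luciferase luminescence; inhibitors lower reporter signal. Insect Schneider cells with Gal4-ROR gamma fusion under metallothionein promoter, UAS reporter; 700 uM final copper sulfate induction, 20 hr, ambient temperature.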
BRCA1 expr act – qHTS Assay to Identify Small Molecule Activators of BRCA1 Expression; MCF7-BRCA1-FFLuc reporter, luminescence, 48 h; response scale: scaled: vehicle 0%, 10 µM genistein 100%; 380,000 compounds, 1.1% hits; Potency, µM (doses to about 46.1 µM), for the others: at the top dose activation, hits mostly activators; also: nearly all actives have a fitted effect of over 80% in size; some results filed as inactive show a strong effect at the top dose
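First, MCF7-BRCA1-FFLuc cells (2000/well) attach for 2 h; next, compounds are pin-added and incubated 48 h at 37 °C; finally, luciferase reagent is added and luminescence read after 15 min.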
p53 reactivator – qHTS assay for re-activators of p53 using a Luc reporter. H1299 p53-A138V BP100-luciferase reporter, luminescence, 24 h. AID 504706, 2011. Potency, µM (top dose mostly 92.2 µM), for the others: top-dose activity change, positive = activation, hits mostly activators. 320,000 compounds, 0.063% hits; also: % of control where 0% means no effect; nearly all actives have a fitted effect of over 45% in size
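H1299 (p53-null), stable ts p53-A138V + BP100-Luc; 1000 cells/well, Opti-MEM/10% FBS; cpd 4 pt, 1:5; 24 h, 37 deg C, 5% CO2; detection reagent 10 min RT; luminescence.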
Rab9 promoter act – qHTS Assay for Rab9 Promoter Activators. Huh7 Rab9 promoter-luciferase reporter, luminescence, 24 h. Potency, µM (highest dose often 9.22 µM), for inactives: at the top dose activation, negative = inhibition, hits mostly activators. 320,000 compounds, 2.8% hits. AID 485297, 2010; also: % of control where 0% means no effect; nearly all actives have a fitted effect of over 60% in size
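Promoter activation is measured as luciferase luminescence in Huh7 cells stably transfected with a Rab9 promoter–luciferase construct, following 24 h compound exposure at 37 °C and 10 min reagent incubation at ambient temperature.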
FLuc modulator – qHTS profiling assay for firefly luciferase inhibitor/activator using purifed enzyme and Km concentrations of substrates (counterscreen for miR-21 project) | Luciferin 4-monooxygenase (Photinus pyralis), P08659 | purified FLuc, Km substrates, luminescence inhibition | Potency, µM (titrated, usually from 57.5 µM), for the others: at the top dose activity change, negative = inhibition, actives largely listed as inhibitors | 360,000 compounds, 6.9% hits;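 also: plate controls were vehicle for no effect and reference inhibitor for full effect; nearly all actives have a fitted effect of over 55% in size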
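Purified P. pyralis luciferase, 10 nM final, with Km-level 10 uM D-luciferin and 10 uM ATP in 50 mM Tris acetate pH 7.5, 10 mM Mg acetate, 0.01% Tween-20, 0.05% BSA; 6-point qHTS titration about 60 µM downward; luminescence read.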
MLL CXXC-DNA inh – qHTS Fluorescence Polarization Assay for Inhibitors of MLL CXXC domain - DNA interaction | MLL-CXXC / FITC-HOXA9 DNA fluorescence polarization | 290,000 compounds, 0.037% hits | Potency, µM (titrated, usually from 115 µM), without a hit: at the top dose activity change, negative = inhibition, hits mostly inhibitors | Histone-lysine N-methyltransferase 2A (Homo sapiens), Q03164 | AID 2662, 2010; active = well fitted inhibition curve with a large enough effect in the polarisation, with a control signal flat, not every such curve was filed as active; inconclusive = small, poorly fitted or top-dose-only effect, or effect the other way, or a change in a side signal; inactive = no such curve, though single readings can be large or run the other way; the % refers to the polarisation
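Purified MLL-CXXC (added from a 7 uM solution) was preincubated 5 min at ambient with pinned compounds in 50 mM Tris-HCl pH 7.5, 50 mM NaCl, 1 mM DTT, 0.05% BSA. Fluorescein-labeled HOX-A9 DNA (50 nM solution) followed, 30 min, then polarization read.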
Gal4-VP16 FLuc – VP16 counterscreen qHTS for inhibitors of ROR gamma transcriptional activity | AID 2546, 2010 | Potency, µM (highest dose often 53.6 µM), for inactives: at the top dose activity, negative = inhibition, hits mostly inhibitors | Drosophila S2 Gal4-VP16 UAS-luciferase, luminescence, 20 h | 310,000 compounds, 3.5% hits;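 also: Gal4-VP16 expression switched on by copper sulfate through the metallothionein promoter; % is scaled to controls: 0 for no effect and ±100 for the full control effect; nearly all actives have a fitted effect of over 50% in size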
* = called active by the depositor; ? = inconclusive; · = no result given; [ ] = another dose, or the depositor's remark. Unless noted, calls follow the shape of the dose curve; as a rule, active = well fitted curve in the direction sought with a large enough effect; inconclusive = small, poorly fitted or top-dose-only effect, or another doubt; inactive = no such curve, though single readings can be large; an effect the other way counts as inactive or inconclusive. Potency is read from the fitted curve at half-maximal effect. These rows are one share of the data (hit frequency here may not be typical).

molecule,ELG1 genotoxic,p53 reactivator,MLL CXXC-DNA inh,uPA surface inh,Rab9 promoter act,RORgamma inh,FLuc modulator,BRCA1 expr act,MBNL1-CUG inh,NPC1 promoter act,Gal4-VP16 FLuc
CCOC(=O)c1sc(NC(=O)COc2ccc3c(c2)OCO3)nc1C,0%,0%,1%,3%,3%,9%,1%,4%,?,0%,5%
C=CCSc1ncccc1C(=O)NCCc1ccccc1,1%,3%,25%,-9%,0%,-5%,2%,12%,-5%,-1%,4%
Cc1nc(SCC(=O)NC(=O)NC(C)C)nc(C)c1C,2%,-3%,1%,-7%,-2%,3%,-1%,0%,-3%,-1%,-1%
CC(C)(C)N(CC#CCC(O)(c1ccccc1)C1CCCC1)CCO (configuration not stated),-3%,4%,11%,6%,-3%,-4%,1%,-14%,-6%,1%,5%
Cc1[nH]n(-c2ccc(Cl)cc2)c(=O)c1C=NC12CN3CN(CN(C3)C1)C2,3%,1%,8%,-1%,0%,20%,4%,-2%,·,-3%,1%
CCc1nnc(NC(=O)CCC(=O)N2CCN(Cc3ccc(F)cc3)CC2)s1,-4%,-5%,-2%,1%,0%,21%,5%,-21%,-4%,2%,-12%
Cc1ccccc1OCC(O)CN1CCCCC1 (configuration not stated),2%,-3%,-1%,9%,2%,17%,0%,0%,6%,-1%,-28%
Cc1nc(NC2=NCN(Cc3ccc4c(c3)OCO4)CN2)nc2ccccc12,-5%,2%,-3%,·,2%,1%,-1%,·,-10%,-2%,-2%
COc1ccc(CNCc2ccc(OC)c3ccccc23)cc1,-7%,-7%,7%,-4%,-6%,-22%,6%,-7%,2%,1%,-10%
CC(C)CCN1CCNC(=O)C1CC(=O)NCCCN1CCOCC1 (configuration not stated),5%,18%,18%,-2%,4%,-2%,-2%,10%,-4%,0%,-8%

2 entries drawn at random from the list so far, as already listed:
molecule,ELG1 genotoxic,p53 reactivator,MLL CXXC-DNA inh,uPA surface inh,Rab9 promoter act,RORgamma inh,FLuc modulator,BRCA1 expr act,MBNL1-CUG inh,NPC1 promoter act,Gal4-VP16 FLuc
Cc1nc(NC2=NCN(Cc3ccc4c(c3)OCO4)CN2)nc2ccccc12,-5%,2%,-3%,·,2%,1%,-1%,·,-10%,-2%,-2%
CCc1nnc(NC(=O)CCC(=O)N2CCN(Cc3ccc(F)cc3)CC2)s1,-4%,-5%,-2%,1%,0%,21%,5%,-21%,-4%,2%,-12%

Next part.
molecule,ELG1 genotoxic,p53 reactivator,MLL CXXC-DNA inh,uPA surface inh,Rab9 promoter act,RORgamma inh,FLuc modulator,BRCA1 expr act,MBNL1-CUG inh,NPC1 promoter act,Gal4-VP16 FLuc
CNC(=O)Nc1nnc(C(C)(C)C)s1,0%,0%,5%,-3%,1%,-7%,-2%,0%,-1%,-2%,2%
CCN(CC)S(=O)(=O)c1cc(NC(=O)COC(=O)c2c(C)noc2C)ccc1C,0%,3%,·,?,-17%,·,0%,5%,·,-14%,·
NS(=O)(=O)c1cccc(NC(=O)C2CC(=O)N(Cc3ccco3)C2)c1 (configuration not stated),-1%,2%,-1%,0%,-4%,-10%,0%,-3%,-1%,-4%,-4%
Cc1ccccc1C(=O)Nc1cc(-c2cc(C(C)(C)C)oc2C)nn1C,-1%,-4%,0%,3%,-5%,43%,?,-49%,1%,-8%,6%
CCOC(=O)C1=C(C)N(C)C(=O)NC1c1cc2c(cc1[N+](=O)[O-])OCO2 (configuration not stated),-13%,-3%,8%,1%,-2%,-10%,-18%,-6%,?,-2%,-15%
Cc1ccc([N+](=O)[O-])c(OCCN2CCNCC2)c1,0%,-24%,-3%,15%,2%,-4%,1%,-1%,-9%,0%,-8%
COCCN(C(=S)Nc1ccc(OC)cc1)C1CCN(C(C)=O)CC1,2%,-1%,?,-1%,5%,-13%,3%,-13%,·,-1%,0%
CSc1ccc(Cl)c(C(=O)NNC(=O)c2csc(N3CCOCC3)n2)c1,-2%,-3%,·,-1%,-2%,·,-10%,-17%,·,-2%,·
COc1ccc2cc(-c3[nH]ncc3CN3C[C@@H]4CCC[C@H]3C4)ccc2c1,13%,2%,-10%,-3%,-1%,-28%,?,7%,12%,1%,-1%
COc1ccc(-c2coc3cc(OC4OC(CO)C(O)C(O)C4O)ccc3c2=O)cc1 (configuration not stated),8.2µM*,?,21%,?,1.6µM*,0%,11µM*,?,-8%,1.6µM*,-4%
O=C(Nc1ccccc1)N1C(=O)C2(OCCO2)c2ccccc21,3%,?,9%,-1%,-7%,2%[0.365 µM],-17%,-4%,0%,2%,·
CC(C)(C)c1ccc(S(=O)(=O)N2CCCC2C(=O)NC2=NCCS2)cc1 (configuration not stated),-11%,1%,2%,4%,6%,?,2%,-11%,1%,1%,?
Cc1cccc(C(C)C)c1NC(=O)COC(=O)CCN1C(=O)C2CC=CCC2C1=O (configuration not stated),12%,-1%,-11%,2%,-38%[inhibitor],7%,4%,21%,0%,0%,-2%
Cc1cc(C(=O)NC2CCCN(Cc3ccc(Cl)cc3)C2)n(C)n1 (configuration not stated),-11%,4%,10%,0%,-14%,3%,1%,-4%,3%,-2%,-6%
CCOC(=O)c1[nH]c2ccccc2c1NC(=O)c1nonc1C,2%,-2%,5%,-5%,6%,1%,1%,-18%,3%,0%,-6%
O=c1[nH]c(NCCCO)nc2c1C1(CCCC1)Cc1ccccc1-2,-2%,6%,0%,-6%,-3%,26%,2%,-1%,2%,1%,7%
Cn1c(SCC(=O)c2ccccc2)nc2cccnc21,6%,-11%,6%,-2%,-9%,-22%,-4%,27%,8%,1%,23%
O=C(c1cnn2c(C(F)(F)F)cc(-c3ccccc3)nc12)N1CCCc2ccccc21,1%,7%,-10%,·,0%,-9%,3%[2.3 µM],-2%,1%,-3%,-3%
Cc1ccc(C(=O)NCC(=O)N2CCCC(C(F)(F)F)C2)s1 (configuration not stated),0%,17%,·,10%,8%,·,-21%,51%,·,17%,·
Cc1ccc(C(=O)NNC(=O)c2cc3cc4ccccc4nc3s2)cc1,14%,-4%,17%,7%,2%,?,2%,-2%,21%,1%,?
O=C(Nc1ccc2c(c1)OCO2)[C@@H]1[C@@H]2C(=O)N(C3CCCCC3)C(=O)[C@@H]2C2c3ccccc3C=CN21 (some centres not stated),-3%,?,-3%,·,1%,16%,3%,·,1%,-1%,4%
CC(c1nnc(SCn2nnc3ccccc3c2=O)n1-c1ccc(Cl)cc1)N(C)C (configuration not stated),-3%,-1%,-7%,2%,4%,3%,8%,-2%,1%,0%,3%
O=C1N(c2ccccc2C(F)(F)F)O[C@@]1(c1ccccc1)C1CCCCC1,-4%,20%,·,-9%,-3%,·,5%,-8%,·,-6%,·
COC(=O)c1c(C)nc(C)c2c(=O)oc3ccccc3c12,?,11%,-2%,0%,0%,-5%,?,15%,-6%,10%,11%
Cc1ccc(C(C(=O)NCc2ccc(F)cc2)N(C(=O)c2csnn2)C2CC2)cc1 (configuration not stated),-9%,-2%,0%,0%,-3%,13%,-1%,-4%,-2%,-1%,1%
Clc1ccc(CN2CCCCCC2)cc1,-4%,-3%,-7%,3%,-2%,-2%,-1%,-8%,4%,-3%,8%
COc1ccccc1NC(=O)/C(C#N)=C/c1c(C)nn(-c2ccc(F)cc2)c1Cl,8%,3%,-19%,4%,2%,1%,-1%,-25%,·,-6%,-9%
CCc1cccc(NC(=O)C2CCCN2S(=O)(=O)c2cccc3cccnc23)c1 (configuration not stated),-4%,-8%,13%,-7%,-5%,-30%,1%,-21%,-7%,0%,-1%
